Source: PubChem BioAssay
GAA glycogen mod: alters human alpha-glucosidase cleavage of glycogen. P10253. 300,000 tested, 0.38% active. Potency, µM (doses to about 76.4 µM), for inactives: top-dose activity change, negative = inhibition, actives largely listed as inhibitors. recombinant GAA, glycogen substrate, Amplex Red glucose oxidase fluorescence; active means well fitted inhibition curve with a large enough effect; inconclusive means small, poorly fitted or top-dose-only effect, or another doubt; inactive means no such curve, though single readings can be large or run the other way;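 further: 0% = full enzyme reaction and -100% = no-enzyme basal signal; the screen sought inhibitors and activators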
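Recombinant enzyme (4 nM final) with compounds titrated up to 77 uM and bovine liver glycogen (30 ug) in citrate pH 5.0, 0.01% Tween-20, 37 C 40 min. Released glucose detected by Amplex Red/glucose oxidase (Ex 573/Em 610); AC50 from Hill fits.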
Starred values were filed as active, the others as inactive; ? = inconclusive; [ ] = remark or other dose. Potency means the concentration at half of the fitted maximal effect. These rows are one share of the data; rates above refer to the full screens.

canonical_smiles	GAA glycogen mod
COc1ccc(Br)cc1/C=N/NC(=O)C[n+]1ccccc1	3%
CCCN1CCN(S(=O)(=O)c2cc3c(cc2C)NC(=O)CO3)CC1	14%[76.3 µM]
Cc1ccccc1S(=O)(=O)Cc1ccc(C(=O)NCCCN2CCCC2)o1	2%[76.3 µM]
COc1ccc(NC(=O)NNC(=O)C(C)Oc2ccc3ccccc3c2)cc1OC (centres undefined)	-5%[76.3 µM]
O=C(C[n+]1ccn(-c2ccccc2)c1)c1ccc([N+](=O)[O-])cc1	0%[76.3 µM]
COc1ccc(CN(CC(=O)NCCC(C)C)C(=O)CCC(=O)Nc2nccs2)cc1	-3%
Clc1ccc(-c2cc(CN3CCCCC3)no2)cc1Cl	6%
Cc1ccc(Cn2c(C)c3cnn(CC(=O)NC4CCCC4)c(=O)c3c2C)cc1	2%[76.3 µM]
Cn1cc(C(=O)C(=O)N2CCc3ccccc32)c2ccccc21	-2%[76.3 µM]
COc1ccc(OC)c(S(=O)(=O)N2CCC(C(=O)NC3CCCC3)CC2)c1	2%
O=C(CSc1nc2c(c(=O)[nH]1)CCC2)Nc1ccc(F)cc1	0%
O=c1oc2ccccc2c2c1C1O[C@](c3ccsc3)(Cc3c1ccc1ccccc31)O2	?

(cont.)
canonical_smiles	GAA glycogen mod
COc1ccc(CCC(=O)NCc2cccc(C(F)(F)F)c2)cc1	3%
Cc1cc(NC(=O)CC2CCCC2)ccc1Br	2%
Cc1ccc(/C(O)=C2\C(=O)C(=O)N(C)C2c2ccc(Br)cc2)cc1 (centres undefined)	-10%[76.3 µM]
CC(C)CCN1C(=O)c2ccc(C(=O)Nc3ccccc3C(=O)O)cc2C1=O	3%
COc1ccc(Cc2nnc(NCCO)[nH]c2=O)cc1OC	-1%
CCOc1ccccc1-n1c(=S)sc2c(=O)n(-c3ccc(F)cc3)c(SCC(=O)O)nc21	-1%
CSc1ccc(CCNC(=O)CCc2nnc3ccc(NCCCN4CCCC4=O)nn23)cc1	-2%[76.3 µM]
COc1ccc(NC(=O)Cc2nnc(SCC(=O)NC3CCCC3)n2C)cc1	-1%
CCOc1cc(C2/C(=C(/O)c3ccc(S(=O)(=O)N4CCCCC4)cc3)C(=O)C(=O)N2CCOC)ccc1O (centres undefined)	?
NS(=O)(=O)c1cccc(NC(=O)CC(NC(=O)c2ccccc2Cl)c2ccccc2)c1 (centres undefined)	1%
CCCc1ccc2oc(C(=O)N(Cc3nccn3C)C(C)C)c(C)c2c1	-10%[76.3 µM]
COc1cc2c(cc1OC)C(c1ccccc1)N(C(=O)c1ccccc1F)CC2 (centres undefined)	3%

The listing continues.
canonical_smiles	GAA glycogen mod
CCc1cc(CNC(=O)C2CCC(=O)N(CCc3ccc(OC)cc3)C2)on1 (centres undefined)	0%[76.3 µM]
COc1ccccc1C(=O)Nc1ccc(S(=O)(=O)Nc2cnc3ccccc3n2)cc1	3%
O=C(CCCN1C(=O)S/C(=C/C=C/c2ccccc2)C1=O)Nc1ccc(C(=O)O)cc1	5%[76.3 µM]
COc1ccccc1NC(=O)CC(=O)c1cccc([N+](=O)[O-])c1	-8%
O=C(NCC(=O)N1CCc2ccccc2C1)c1ccccc1Cl	-2%
CC(C)[C@H](NC(=O)OC(C)(C)C)C(=O)N1CCC(C(=O)N[C@@H](C)C(=O)Nc2ccc(F)cc2)CC1	6%
COc1ccc(OC)c(S(=O)(=O)NNC(=S)Nc2ccc3c(c2)OCO3)c1	-10%[76.3 µM]
COc1ccc(N(CC(=O)Nc2ccccc2Cl)S(=O)(=O)c2ccc(C)cc2)cc1OC	-8%[76.3 µM]
C/C(=C\c1ccccc1)CN1CCN(C)CC1	12%[76.3 µM]
O=C(NC(Cc1ccccc1)C(=O)O)/C(=C/c1cccc([N+](=O)[O-])c1)NC(=O)c1ccco1 (centres undefined)	8%
COc1cc(OC)cc(C(=O)Nc2ccc(C(=O)c3ccncc3)cc2)c1	-8%[76.3 µM]
C/C(=N\NC(=O)c1cccc2ccccc12)c1ccccn1	2%[76.3 µM]

Additional compounds
canonical_smiles	GAA glycogen mod
O=C(O)c1cccc(Nc2ccc([N+](=O)[O-])c3nonc23)c1	1%
Cc1ccc(OCc2cc(C(=O)NCCc3cccnc3)no2)cc1C	-1%[76.3 µM]
COc1cc(OC)cc(C(=O)NC(=S)N2CCCCC2c2cccnc2)c1 (centres undefined)	?
COc1ccc(NC(=O)Cn2c(CCC(=O)O)ccc2-c2ccccc2)cc1	-3%[76.3 µM]
Cc1ccc(N=C2C(=O)Nc3c(C)cccc32)cc1	-7%[76.3 µM]
Cc1[nH]c2ccc(C(=O)NCCCN(C)C3CCCCC3)cc2c1C	0%[76.3 µM]
C/C(=N/N=C/c1ccccc1O)c1ccccc1O	8%
Cc1cnc(NC(=O)Cc2ccc(Br)cc2)s1	0%[76.3 µM]
O=C(N=C1SC2CS(=O)(=O)CC2N1Cc1ccc(F)cc1)C1CC1 (centres undefined)	2%[76.3 µM]
O=c1c2[nH]cnc2n(-c2cccc(Br)c2)c(=O)n1Cc1ccccc1	-7%
CCN1CCN(S(=O)(=O)c2ccc(Cl)c(C(=O)Nc3cc(Cl)ccc3N3CCOCC3)c2)CC1	-8%[76.3 µM]
FC(F)(F)c1ccc(NCc2ccccn2)nc1	4%

(listing goes on)
canonical_smiles	GAA glycogen mod
Cc1ccccc1CNC(=O)Cn1ccc2cc(S(=O)(=O)N3CCCCCC3)ccc21	-1%[76.3 µM]
CC(=O)N1CC(C)Sc2ccc(S(=O)(=O)NC3CCCCC3C)cc21 (centres undefined)	-3%[76.3 µM]
O=C(NC1=NCCS1)c1ccc(Cl)cc1	0%[76.3 µM]
CC(=O)N/C(=N\c1nc(C)cc(C)n1)Nc1ccc2ccccc2c1	-7%[76.3 µM]
COc1ccc(NC(=O)C2C(c3ccccc3)C2(Cl)Cl)c(OC)c1 (centres undefined)	0%[76.3 µM]
CCOc1ccc(N2CC(C(=O)NCCc3ccccc3)CC2=O)cc1 (centres undefined)	0%[76.3 µM]
COc1ccc(NC(=O)COc2ccc(S(=O)(=O)N3CCOCC3)cc2C)cc1OC	1%
COc1cccc(OCc2cc(C(=O)NCCc3cccc(C)n3)no2)c1	-5%[76.3 µM]
CCc1nn(CC(=O)N2CCC(C)CC2)c(=O)c2cccn12	0%[76.3 µM]
Cc1ccc(NC(=O)Cn2cc(C=O)c3ccccc32)cc1	12%[76.3 µM]
Cc1cc(F)ccc1NC(=O)c1cc(S(=O)(=O)N2CCCC2)cn1C	-10%[76.3 µM]
CO/N=C/CC(=O)c1ccc([N+](=O)[O-])c(CS(=O)(=O)c2ccc(Cl)cc2)c1	?

Entries above that have a nitro group on carbon (5):
canonical_smiles	GAA glycogen mod
O=C(C[n+]1ccn(-c2ccccc2)c1)c1ccc([N+](=O)[O-])cc1	0%[76.3 µM]
COc1ccccc1NC(=O)CC(=O)c1cccc([N+](=O)[O-])c1	-8%
O=C(NC(Cc1ccccc1)C(=O)O)/C(=C/c1cccc([N+](=O)[O-])c1)NC(=O)c1ccco1 (centres undefined)	8%
O=C(O)c1cccc(Nc2ccc([N+](=O)[O-])c3nonc23)c1	1%
CO/N=C/CC(=O)c1ccc([N+](=O)[O-])c(CS(=O)(=O)c2ccc(Cl)cc2)c1	?

(continued)
canonical_smiles	GAA glycogen mod
CC(=O)Nc1ccc(NC(=O)c2ccc(N(C)S(=O)(=O)c3ccc(C)cc3)cc2)cc1	1%[76.3 µM]
Cc1ccc(C(=O)N/C(=C\c2cccs2)C(=O)N2CCOCC2)cc1C	-7%[76.3 µM]
COc1ccc(-c2noc(N3CCCC(C(=O)Nc4ccc(C(C)=O)cc4)C3)n2)cc1 (centres undefined)	2%[76.3 µM]
Cc1ccc(C)c(NC(=O)C2CCCN(S(=O)(=O)c3c(C)nn(C)c3C)C2)c1 (centres undefined)	-4%[76.3 µM]
CCOC(=O)c1cc(S(=O)(=O)N2CCCC2)cn1C	1%[76.3 µM]
CCOc1cc2[nH]c(=S)n(Cc3ccc(C(=O)NCCCOC)cc3)c(=O)c2cc1OCC	0%
O=C(Nc1ccccc1C(F)(F)F)C1CCN(C(=O)c2cccs2)CC1	8%
CC(NC(=O)CNC(=O)c1cccc(Cl)c1)c1ccccc1 (centres undefined)	-10%
Cc1ccc[n+](CC(=O)c2ccc(Br)cc2)c1	-17%[15.3 µM]
O=C(c1ccccc1)N1CCN(C(=O)c2cccnc2)CC1	-2%[76.3 µM]
CN(CC(=O)Nc1ccc(F)c(F)c1F)C(=O)CN1C(=O)C2CCCCC2C1=O (centres undefined)	6%[76.3 µM]
CN(C)S(=O)(=O)c1cccc(C(=O)NCCOC(=O)c2cc(F)c(F)cc2Cl)c1	-3%

Filtered by structure, those above containing two or more sulfur atoms
canonical_smiles	GAA glycogen mod
CCOc1ccccc1-n1c(=S)sc2c(=O)n(-c3ccc(F)cc3)c(SCC(=O)O)nc21	-1%
COc1ccc(OC)c(S(=O)(=O)NNC(=S)Nc2ccc3c(c2)OCO3)c1	-10%[76.3 µM]
O=C(N=C1SC2CS(=O)(=O)CC2N1Cc1ccc(F)cc1)C1CC1 (centres undefined)	2%[76.3 µM]
CC(=O)N1CC(C)Sc2ccc(S(=O)(=O)NC3CCCCC3C)cc21 (centres undefined)	-3%[76.3 µM]

Next compounds follow:
canonical_smiles	GAA glycogen mod
COc1ccc(N(C(=O)c2ccncc2)S(=O)(=O)c2cccc([N+](=O)[O-])c2)cc1	3%[76.3 µM]
Cc1ccc(C(C)NC(=O)c2c(-c3ccccc3)noc2C)cc1C (centres undefined)	2%[76.3 µM]
COc1ccc(-c2csc(N3CCSCC3)n2)cc1	-4%
COCC1CCCCN1C(=O)CCCn1nnnc1CN1CCC(C)CC1 (centres undefined)	-6%[76.3 µM]
COc1ccc(CC(=O)NC2CCSc3ccccc32)c(OC)c1 (centres undefined)	-5%
Cn1c(-c2ccccc2)cc2ccccc21	1%
O=C(NC1CCCCCC1)c1ccc(CS(=O)Cc2ccccc2Cl)o1 (centres undefined)	0%[76.3 µM]
Cc1ccccc1NC(=O)CSc1nc2scc(C)c2c(=O)[nH]1	-23%
CC(=O)Nc1ccc(S(=O)(=O)N(C)c2nc3ccccc3nc2Cl)cc1	1%
CC(C)(C)NC(=O)C(Cc1ccccc1)N1C(=O)c2ccccc2C1=O (centres undefined)	-11%[76.3 µM]
CC(=O)N1c2c(cc(Br)cc2S(=O)(=O)NCc2ccccc2)CC1C (centres undefined)	-6%
O=C(Nc1ccc2c(c1)CN(Cc1ccccc1O)CC2)C1CCCO1 (centres undefined)	?

Later entries
canonical_smiles	GAA glycogen mod
COc1cc(OC)cc(C(=O)Nc2cc(C)on2)c1	17%[76.3 µM]
Cc1cccc(Nc2ccc(C(=O)O)cc2[N+](=O)[O-])c1C	1%
COc1ccc(CNC(=O)CN(C(=O)CCC(=O)Nc2nccs2)c2ccccc2C)cc1	1%
Cc1ccc2nc3c(cc(C(=O)NCCc4ccccc4)c(=N)n3CCCN3CCOCC3)c(=O)n2c1	-4%[76.3 µM]
O=C(CNC(=O)OCc1ccccc1)NC1CCCCNC1=O (centres undefined)	2%
COc1ccccc1C(=O)N1C(CC(=O)Nc2ccccc2C)C(=O)NC2CCCCC21 (centres undefined)	0%[76.3 µM]
CCc1ccc(OC(C)C(=O)N(Cc2ccco2)C2CCS(=O)(=O)C2)cc1 (centres undefined)	16%[76.3 µM]
O=C(NCc1ccccc1)C1CCCN(S(=O)(=O)c2ccc(Br)cc2)C1 (centres undefined)	-4%[76.3 µM]
Nc1nc(NCCOCCO)nc(NCc2ccccc2)c1[N+](=O)[O-]	-1%
CCc1nnc(NC(=O)CC(C)c2ccccc2)s1 (centres undefined)	-1%[76.3 µM]
Cc1occc1C(=O)N(Cc1nc(-c2ccccc2)no1)C(C)C	4%[76.3 µM]
COc1cc2c(cc1OC)CN(C(=O)/C=C/c1cc(OC)c(OC)c(OC)c1)CC2	-2%

Remaining list, next part
canonical_smiles	GAA glycogen mod
O=C(c1ccccc1)N1N=C(c2ccccc2)CC1c1cccs1 (centres undefined)	-12%
O=C(COc1ccc(Cl)cc1)N/N=C/c1cccc2cccnc12	-11%[76.3 µM]
COc1cc(/C=N\NC(=O)c2ccc(-c3ccccc3)cc2)cc(OC)c1OC(C)=O	-9%[76.3 µM]
COc1ccc(S(=O)(=O)N2CCC(C(=O)NCc3ccc(C)cc3)CC2)cc1	-11%
COc1ccc(OC)c(NC(=O)c2cc(-c3cc(C)c(C)cc3O)n[nH]2)c1	4%
CCOc1ccccc1C(=S)NC1CCCCC1	3%[76.3 µM]
Cc1c(NC(=O)COc2ccc3ccccc3c2)c(=O)n(-c2ccccc2)n1C	-10%[76.3 µM]
COc1ccc(NC(=O)C2CCN(S(=O)(=O)c3c(C)noc3C)CC2)cc1OC	8%[76.3 µM]
Cc1c(Cc2ccccc2)c(=O)oc2c(C)c(OC(C)C(=O)NCC3CCC(C(=O)O)CC3)ccc12 (centres undefined)	-8%[76.3 µM]
Cc1ccc(CNC(=O)C2CCCN2C(=O)Nc2ccccc2)cc1 (centres undefined)	10%[76.3 µM]
O=c1[nH]c(C2CCCN(S(=O)(=O)c3ccccc3)C2)nc2c1nnn2Cc1ccc2c(c1)OCCO2 (centres undefined)	-9%[76.3 µM]
O=C(CNc1cccc(S(=O)(=O)N2CCCCC2)c1)Nc1ccccc1F	-11%[76.3 µM]
Cc1cccn2c(=O)c3cc(S(=O)(=O)c4ccc(Br)cc4)c(=N)n(C4CCCCC4)c3nc12	0%[76.3 µM]
C[C@H](NC(=O)c1ccc2c(c1)OCO2)c1nnc2ccccn12	-1%[76.3 µM]
COc1ccc(CN(C)C(=O)Cc2c[nH]c3ccccc23)cc1	-1%
